High-throughput results: PubChem, several laboratories
P. falciparum M17LAP = P. falciparum M17LAP inhibitors, primary screen, biochemical, fluorogenic H-Leu-NHMec substrate, 1536-well (AID 1619). 220,000 compounds, 0.38% hits. inhibition, % at 30 µM; hits with a dose series show IC50 in µM. recombinant M17LAP, H-Leu-NHMec fluorogenic kinetic assay; higher % means a stronger effect;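 active = compound inhibiting the enzyme by more than half at any dose during confirmatory dose-response retesting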;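 note: plate controls were full reaction with DMSO carrier for no effect and no enzyme background for full effect; strong numbers were not always called active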
P. falciparum M1AAP = malaria alanyl aminopeptidase activity blockers – biochemical, fluorogenic H-Leu-NHMec substrate, 1536-well (AID 1445); inhibition, % at 30 µM; hits with a dose series show IC50 in µM; recombinant M1AAP, H-Leu-NHMec fluorogenic kinetic assay; higher % means a stronger effect; 220,000 compounds, 0.42% hits;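 active = primary inhibition above the hit cutoff, then over 50% inhibition at one or more dose response concentrations, cut at about 23% in these data, passing the limit was not always enough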;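 note: plate controls were DMSO full reaction for no effect and no enzyme background for full effect; strong numbers were not always called active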
Insulin prom up = MIN6 insulin promoter up-regulation; z-score at 5 µM; MIN6 insulin promoter-GFP reporter, high-content imaging; active compounds read high; 190,000 compounds, 0.3% hits; AID 1625;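 active = z-score above 3 at 5 µM with at least 500 cells counted in the well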
CSM14.1 death rescue = protection against thapsigargin-triggered cell killing – 384-well, CSM14.1, ATP luminescence, primary screen (AID 1222) | CSM14.1 thapsigargin-induced death rescue, ATP luminescence; higher % means a stronger effect | cellular ATP content (survival), % at 20 µM, or EC50 in µM where a hit was titrated | 190,000 tested, under 10 active;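 active = EC50 below 50 µM in the dose-response confirmation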;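 note: death triggered by thapsigargin at about 15 µM added after 2 h compound pretreatment; cell ATP read after overnight thapsigargin exposure of roughly 18 to 22 hours; normalized against plate controls of thapsigargin alone and 5% DMSO vehicle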
UTI89 phage lysis = protection from phage-mediated lysis, alamar blue read-out – E. coli UTI89, K1F phage, bacterial capsule biogenesis inhibitors (AID 488966) | E. coli UTI89 K1F phage lysis, alamar blue, 2 h; higher % means a stronger effect | inhibition, % at 100 µM; hits with a dose series show IC50 in µM | 340,000 compounds, 0.02% hits;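 active = phage lysis inhibition, versus mean bacterial control, above a set limit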;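 note: capsule biogenesis inhibitors block K1F phage lysis so surviving cells raise fluorescence; higher fluorescence means more inhibition of phage lysis; actives were called in the ten point dose series up to 300 µM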
Autophagy mod = modulators of autophagy | calls only at 10 µM (by protocol) | MEF GFP-LC3 puncta imaging; test concentration mostly 10 µM | AID 463193 | 190,000 compounds, 0.98% hits;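 active = percentage of spot-positive cells more than 3 SD above its plate mean, without a fluorescence outlier flag or 80% toxicity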;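 note: spot-positive cell cutoff set from DMSO-treated cells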
b-catenin transl = modulators of beta-catenin nuclear translocation. HeLa beta-catenin nuclear translocation, immunofluorescence imaging. nuclear translocation activity, % at 5 µM. 190,000 compounds, 0.3% hits. AID 1665;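 active = nuclear translocation activity above 50% at 5 µM, with a well cell count of 50 or more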;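 note: per-cell ratio of nuclear to cytoplasmic median beta-catenin stain intensity; plate controls were DMSO negative control for no effect and GSK-3 inhibitor IX positive control for full effect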
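System: HeLa cells, endogenous beta-catenin; compound dosing: 5 µM primary single dose, 0.1% DMSO, 0.02–20 µM confirmation series; incubation: 24 h compound exposure at 37°C, 5% CO2; signal: beta-catenin immunofluorescence imaging with DAPI; evaluation: % activation, nuclear-to-cytoplasmic median beta-catenin signal ratio per cell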
MT stabilizer = stabilizes microtubules in HeLa cells; AID 2205; % tubulin-high responders, % at 10 µM; 200,000 compounds, 0.83% hits; HeLa tubulin immunostaining HCS, 24 h; share of cells brighter than vehicle mean+2SD;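 active = plate Z-score above 3 for both tubulin-high and condensed-nucleus cell shares, with cell loss under 80%, at 10 µM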;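 note: anti alpha tubulin signal scored within the nucleus-defined area of each cell; some results filed as inactive read as strong as hits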
Dynein cargo inh = blocks dynein driven cargo transport along microtubules. 3617.4 mouse cells, GR-EGFP nuclear translocation imaging; test concentration mostly 20 µM; stimulated with dexamethasone, 1 µM; active compounds read low. z-score, hits read low. 220,000 compounds, 0.47% hits;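 active = plate z-score of nuclear minus cytoplasmic receptor signal below a set negative limit, without overly bright fluorescence or cell loss, cut at about -3.5 in these data, passing the limit was not always enough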;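 note: z-score of nuclear minus cytoplasmic ring GR-EGFP intensity difference per well; some compounds called inactive have numbers as strong as hits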
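medium = tetracycline-free induction medium containing charcoal-stripped FBS | probe or stimulus = dexamethasone, 1.0 µM final | timing = 48 h induction, then 1 h compound, then 30 min agonist, 37 °C | detection = automated 10x imaging of fixed Hoechst-stained cells | read-out basis = nuclear versus cytoplasmic GR-EGFP signal, averaged per well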
Dynein cargo inh cytoplasmic EGFP = also measured in Dynein cargo inh; calls as there; z-score; measured here: cytoplasmic GR-EGFP intensity; active compounds read high
Dynein cargo inh nuclear GR-EGFP = further read-out of Dynein cargo inh, marked with its call; z-score; measured here: nuclear GR-EGFP intensity;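 lower value marks the stronger effect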
Dynein cargo inh cell count = recorded beside Dynein cargo inh, whose call it bears; z-score; measured here: cell count per field
Insulin prom up cell count = also measured in Insulin prom up; calls as there; cell count; measured here: cytotoxicity, nuclei count;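 total cells summed across four imaged fields per well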
b-catenin transl cell count 5 µM = second read-out of b-catenin transl, no call of its own (marks repeat the call); cell count; measured here: cell count, cytotoxicity flag
MT stabilizer Hoechst-high % = recorded beside MT stabilizer, whose call it bears; % Hoechst-high responders; measured here: nuclear condensation Hoechst responders;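 share of cells brighter than vehicle mean plus two SD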
MT stabilizer cytotoxicity % = further read-out of MT stabilizer, marked with its call; toxicity, %; measured here: cytotoxicity by cell density;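 0% = mean cell density of plate MIN control wells and 100% = no cells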
Autophagy mod cell loss 18 h = second read-out of Autophagy mod, no call of its own (marks repeat the call); toxicity, %; measured here: cell loss, nuclei count;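 cell loss after 18 h compound exposure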
* marks the source's active call; other numbers are inactive results; [ ] = another dose, or the depositor's remark. Outcome played no part in choosing rows; about 2.9% have a hit in one of these screens.

What do the screens show for `CCOCCCNCc1ccc(OCCC(C)C)c(OC)c1`?
P. falciparum M17LAP: -5.1%; P. falciparum M1AAP: -0.9%; Insulin prom up: -0.28; CSM14.1 death rescue: -0.9%; UTI89 phage lysis: 0.1%; Autophagy mod: inactive; b-catenin transl: 0.5; MT stabilizer: 2.8; Dynein cargo inh: -0.583; Dynein cargo inh cytoplasmic EGFP: 0.0567; Dynein cargo inh nuclear GR-EGFP: -0.121; Dynein cargo inh cell count: 0.107; Insulin prom up cell count: 1179; b-catenin transl cell count 5 µM: 1061; MT stabilizer Hoechst-high %: 1.8; MT stabilizer cytotoxicity %: 8.7; Autophagy mod cell loss 18 h: -5.9

How did Cc1ccnc(NS(=O)(=O)c2ccc(NS(=O)(=O)c3ccccc3)cc2)n1 do in these assays?
P. falciparum M17LAP: 14.9%; P. falciparum M1AAP: 3.7%; Insulin prom up: 0.51; CSM14.1 death rescue: -2.0%; UTI89 phage lysis: 1.6%; Autophagy mod: inactive; b-catenin transl: -2.9; MT stabilizer: 3.3; Dynein cargo inh: -0.88; Dynein cargo inh cytoplasmic EGFP: -0.255; Dynein cargo inh nuclear GR-EGFP: -0.573; Dynein cargo inh cell count: 0.598; Insulin prom up cell count: 1185; b-catenin transl cell count 5 µM: 1120; MT stabilizer Hoechst-high %: 1.8; MT stabilizer cytotoxicity %: 5.9; Autophagy mod cell loss 18 h: 1.5

How did Cc1ccc(NC(=O)c2ccc(CSc3nnnn3C)cc2)cc1 do in these assays?
P. falciparum M17LAP: 8.8%; P. falciparum M1AAP: -3.9%; Insulin prom up: -0.42; CSM14.1 death rescue: -0.1%; UTI89 phage lysis: 1.4%; Autophagy mod: inactive; b-catenin transl: 1.0; MT stabilizer: 1.6; Dynein cargo inh: -1.08; Dynein cargo inh cytoplasmic EGFP: -0.221; Dynein cargo inh nuclear GR-EGFP: -0.481; Dynein cargo inh cell count: 0.408; Insulin prom up cell count: 1591; b-catenin transl cell count 5 µM: 1364; MT stabilizer Hoechst-high %: 1.2; MT stabilizer cytotoxicity %: 7.7; Autophagy mod cell loss 18 h: 5.5

How did C=CCn1c(=O)/c(=C/c2ccc(O)cc2)s/c1=C(/C#N)c1nnc2n1CCCCC2 do in these assays?
P. falciparum M17LAP: 8.6%; P. falciparum M1AAP: 51.1µM*; Insulin prom up: -0.45; CSM14.1 death rescue: -2.4%; UTI89 phage lysis: -0.1%; Autophagy mod: inactive; MT stabilizer: 4.6; Dynein cargo inh: -0.0421; Dynein cargo inh cytoplasmic EGFP: -0.179; Dynein cargo inh nuclear GR-EGFP: -0.0462; Dynein cargo inh cell count: 0.169; Insulin prom up cell count: 1299; MT stabilizer Hoechst-high %: 3.3; MT stabilizer cytotoxicity %: 8.7; Autophagy mod cell loss 18 h: -3.4

How did Cc1cc(OCC(=O)NCCCN2CCOCC2)cc(C)c1Cl do in these assays?
UTI89 phage lysis: 0.2%; Autophagy mod: inactive; MT stabilizer: 2.2; Dynein cargo inh: 0.397; Dynein cargo inh cytoplasmic EGFP: -0.457; Dynein cargo inh nuclear GR-EGFP: 0.142; Dynein cargo inh cell count: 0.0313; MT stabilizer Hoechst-high %: 1.6; MT stabilizer cytotoxicity %: 10.3; Autophagy mod cell loss 18 h: 9.0

What do the screens show for `O=C1Nc2ccc(Cl)cc2[C@@](C#CC2CC2)(C(F)(F)F)O1`?
P. falciparum M17LAP: 5.9%; P. falciparum M1AAP: -0.5%; Insulin prom up: -0.06; CSM14.1 death rescue: -3.0%; b-catenin transl: 0.8; Insulin prom up cell count: 1497; b-catenin transl cell count 5 µM: 1143

Results for O=C1CSC(c2ccccc2F)N1CCN1CCCCC1 (stereo unspecified) ?
P. falciparum M17LAP: -0.7%; P. falciparum M1AAP: -4.5%; Insulin prom up: -0.17; CSM14.1 death rescue: -0.6%; UTI89 phage lysis: 0.6%; Autophagy mod: inactive; b-catenin transl: -8.4; MT stabilizer: 4.8; Dynein cargo inh: -0.353; Dynein cargo inh cytoplasmic EGFP: -0.207; Dynein cargo inh nuclear GR-EGFP: 0.083; Dynein cargo inh cell count: -0.312; Insulin prom up cell count: 1375; b-catenin transl cell count 5 µM: 1059; MT stabilizer Hoechst-high %: 2.7; MT stabilizer cytotoxicity %: 4.1; Autophagy mod cell loss 18 h: -0.2

How did CC(C)c1cc(-c2cc(C(=O)NCc3ccccc3)on2)nc(NC2CCCC2)n1 do in these assays?
P. falciparum M17LAP: 0.9%; P. falciparum M1AAP: 2.9%; Insulin prom up: -0.9; UTI89 phage lysis: 0.9%; b-catenin transl: -0.9; Dynein cargo inh: -0.434; Dynein cargo inh cytoplasmic EGFP: -0.795; Dynein cargo inh nuclear GR-EGFP: -0.13; Dynein cargo inh cell count: -0.0409; Insulin prom up cell count: 1031; b-catenin transl cell count 5 µM: 1193

What do the screens show for `Cc1ccc2nc3c(cc(S(=O)(=O)c4ccccc4)c(=N)n3Cc3ccco3)c(=O)n2c1`?
P. falciparum M17LAP: -4.0%; P. falciparum M1AAP: 0.2%; Insulin prom up: -1.28; CSM14.1 death rescue: 2.3%; UTI89 phage lysis: 0.4%; Autophagy mod: inactive; b-catenin transl: -0.3; MT stabilizer: 2.4; Dynein cargo inh: -0.538; Dynein cargo inh cytoplasmic EGFP: -0.133; Dynein cargo inh nuclear GR-EGFP: -0.309; Dynein cargo inh cell count: 0.252; Insulin prom up cell count: 1450; b-catenin transl cell count 5 µM: 926; MT stabilizer Hoechst-high %: 3.2; MT stabilizer cytotoxicity %: 4.0; Autophagy mod cell loss 18 h: 3.1

Results for O=C(CNCC1CCCO1)N1CCCCCC1 (stereo unspecified) ?
Insulin prom up: -0.55; CSM14.1 death rescue: 0.3%; UTI89 phage lysis: -0.8%; Autophagy mod: inactive; b-catenin transl: -1.0; MT stabilizer: 1.1; Dynein cargo inh: 0.115; Dynein cargo inh cytoplasmic EGFP: -0.251; Dynein cargo inh nuclear GR-EGFP: 0.326; Dynein cargo inh cell count: 0.985; Insulin prom up cell count: 1425; b-catenin transl cell count 5 µM: 979; MT stabilizer Hoechst-high %: 1.3; MT stabilizer cytotoxicity %: 2.6; Autophagy mod cell loss 18 h: -6.9

What do the screens show for `CNC(=O)C1=C(C)n2c(nc3ccccc32)NC1c1ccc(OC)cc1` (stereo unspecified)?
P. falciparum M17LAP: 12.9%; P. falciparum M1AAP: -0.3%; Insulin prom up: 0.25; CSM14.1 death rescue: -3.0%; UTI89 phage lysis: -0.4%[50 µM]; Autophagy mod: inactive; MT stabilizer: 3.8; Dynein cargo inh: 0.414; Dynein cargo inh cytoplasmic EGFP: -0.224; Dynein cargo inh nuclear GR-EGFP: 0.313; Dynein cargo inh cell count: -1.16; Insulin prom up cell count: 1250; MT stabilizer Hoechst-high %: 2.7; MT stabilizer cytotoxicity %: 0.5; Autophagy mod cell loss 18 h: -6.4

How did Cc1ccc(-n2nc(C)c3c2OC(N)=C(C#N)C3c2ccc(F)cc2)cc1 (stereo unspecified) do in these assays?
P. falciparum M17LAP: 0.3%; P. falciparum M1AAP: 0.9%; Insulin prom up: 0.38; CSM14.1 death rescue: 0.9%; UTI89 phage lysis: -0.7%; Autophagy mod: inactive; b-catenin transl: -2.1; MT stabilizer: 1.9; Dynein cargo inh: 1.77; Dynein cargo inh cytoplasmic EGFP: -0.151; Dynein cargo inh nuclear GR-EGFP: 1.03; Dynein cargo inh cell count: -1.55; Insulin prom up cell count: 696; b-catenin transl cell count 5 µM: 1101; MT stabilizer Hoechst-high %: 2.5; MT stabilizer cytotoxicity %: 2.6; Autophagy mod cell loss 18 h: -11.9

How did Cc1cc2c(NCC(C)O)ncnc2s1 (stereo unspecified) do in these assays?
P. falciparum M17LAP: 1.9%; P. falciparum M1AAP: 2.6%; UTI89 phage lysis: 3.2%; Autophagy mod: inactive; MT stabilizer: 2.1; Dynein cargo inh: -0.853; Dynein cargo inh cytoplasmic EGFP: -0.229; Dynein cargo inh nuclear GR-EGFP: -0.487; Dynein cargo inh cell count: 1.05; MT stabilizer Hoechst-high %: 1.4; MT stabilizer cytotoxicity %: 2.0; Autophagy mod cell loss 18 h: -8.8

How did CCC(=O)N/N=C/c1ccc(OS(=O)(=O)c2ccccc2)cc1 do in these assays?
P. falciparum M17LAP: -4.0%; P. falciparum M1AAP: -9.5%; Insulin prom up: 1.42; CSM14.1 death rescue: 1.6%; UTI89 phage lysis: 3.6%; Autophagy mod: inactive; b-catenin transl: -1.8; MT stabilizer: 2.1; Dynein cargo inh: 0.589; Dynein cargo inh cytoplasmic EGFP: 0.192; Dynein cargo inh nuclear GR-EGFP: 0.489; Dynein cargo inh cell count: -0.424; Insulin prom up cell count: 1377; b-catenin transl cell count 5 µM: 1080; MT stabilizer Hoechst-high %: 3.1; MT stabilizer cytotoxicity %: 11.0; Autophagy mod cell loss 18 h: 4.4
